BCLXL inh – inhibitors of human Bcl-xL; 320,000 compounds, 0.7% hits; GST-Bcl-xL / FITC-Bim BH3 peptide fluorescence polarization; Q07817; inhibition, % at 10.9 µM;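 active = inhibition above the mean of all tested compounds plus 3 SD, cutoff set per campaign, cut at about 30% in these data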;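 note: 0% = DMSO wells and 100% = unlabeled Bim-BH3 peptide competitor; inhibitors lower millipolarization by displacing the labeled peptide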
Target sequence (Q07817 whole entry, looked up): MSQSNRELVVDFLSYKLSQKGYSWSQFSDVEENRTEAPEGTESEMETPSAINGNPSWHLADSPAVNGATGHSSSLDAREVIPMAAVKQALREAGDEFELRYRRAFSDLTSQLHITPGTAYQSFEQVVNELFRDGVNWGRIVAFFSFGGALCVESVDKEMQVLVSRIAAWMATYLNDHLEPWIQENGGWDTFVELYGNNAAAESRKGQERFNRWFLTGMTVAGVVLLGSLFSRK
Efflux pump mplx – inhibitors of Candida antifungal efflux pumps expressed in yeast; 330,000 compounds, 0.44% hits; inhibition, % at 10 µM; S. cerevisiae Candida pump triplex, Nile Red efflux;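 active = plate passing quality check with inhibition over a set limit, or well fluorescence over plate mean plus 4 SD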;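 note: Nile Red retained in pooled yeast measured as flow cytometry median fluorescence; 0% = buffer negative control and 100% = Enniatin B positive control; higher means more Nile Red kept so more efflux inhibition; some compounds called inactive have numbers as strong as hits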
GLD-1 RNA inh – GLD-1-TGE RNA interaction inhibition (C. elegans); Q17339; purified GLD-1 + fluorescein TGE RNA, fluorescence polarization; inhibition, % at 5.96 µM; 320,000 compounds, 0.44% hits; AID 2280;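 active = percent inhibition above a per-plate cutoff, the plate mean of test compounds plus 3 SD, cut at about 30% in these data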;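 note: 0% = DMSO wells with GLD-1 and probe and 100% = wells lacking GLD-1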
Target sequence (Q17339 whole entry, looked up): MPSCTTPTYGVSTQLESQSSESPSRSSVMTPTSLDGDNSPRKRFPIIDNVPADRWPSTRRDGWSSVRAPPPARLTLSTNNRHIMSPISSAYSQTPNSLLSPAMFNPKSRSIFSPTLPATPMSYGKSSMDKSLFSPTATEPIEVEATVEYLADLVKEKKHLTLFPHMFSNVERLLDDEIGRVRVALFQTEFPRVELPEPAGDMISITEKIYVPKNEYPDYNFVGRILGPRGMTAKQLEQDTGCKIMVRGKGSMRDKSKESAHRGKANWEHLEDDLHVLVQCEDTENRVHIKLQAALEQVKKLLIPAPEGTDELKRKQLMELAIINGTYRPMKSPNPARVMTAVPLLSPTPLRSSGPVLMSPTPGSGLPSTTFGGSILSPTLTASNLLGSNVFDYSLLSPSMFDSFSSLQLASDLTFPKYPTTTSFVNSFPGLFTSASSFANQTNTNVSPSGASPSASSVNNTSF
VLA-4 inh – inhibition in a human VLA-4 binding assay; P13612; VLA-4 expressing cells, ligand binding flow cytometry; inhibition, % (about 7 µM as worked out from the volumes in the protocol); 330,000 compounds, 0.2% hits; in the data active = inhibition above about 50%
PME-1 inh – PME-1 (human) inhibition. inhibition, % at 5.9 µM. 320,000 compounds, 0.53% hits. AID 2130. recombinant PME-1, FP-Rh probe fluorescence polarization;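 active = inhibition above the campaign mean of all compounds plus 3 SD, cut at about 26% in these data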;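 note: competitive labeling of PME-1 active site by serine hydrolase directed probe; 0% = PME-1 with DMSO and 100% = wells lacking PME-1 enzyme; inhibitors block probe labeling so polarization falls and inhibition rises; many of its hits are not listed in these tables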
Target sequence (Q9Y570 whole entry, looked up): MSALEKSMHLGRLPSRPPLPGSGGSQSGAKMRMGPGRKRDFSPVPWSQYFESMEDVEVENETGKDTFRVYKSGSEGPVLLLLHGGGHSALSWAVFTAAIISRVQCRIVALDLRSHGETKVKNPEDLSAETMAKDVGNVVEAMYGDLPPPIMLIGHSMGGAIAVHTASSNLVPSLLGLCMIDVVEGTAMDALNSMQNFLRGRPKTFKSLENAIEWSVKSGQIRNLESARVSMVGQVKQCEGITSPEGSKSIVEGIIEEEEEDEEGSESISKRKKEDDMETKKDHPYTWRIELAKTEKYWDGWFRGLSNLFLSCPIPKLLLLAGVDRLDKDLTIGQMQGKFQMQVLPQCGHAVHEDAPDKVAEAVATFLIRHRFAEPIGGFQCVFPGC
Fam108B inh – blocks mouse Fam108B hydrolase in RBBP9 counter-screen | recombinant Fam108B, FP-Rh probe fluorescence polarization | inhibition, % at 9.51 µM | 300,000 compounds, 0.33% hits;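 active = inhibition above the screen mean inhibition plus 3 SD, computed separately per campaign, cut at about 18% in these data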;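 note: inhibitors lower polarization as less probe binds the enzyme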
GRK2 inh – human GRK2 inhibition via aptamer displacement. P25098. inhibition of aptamer binding, % at 10 µM. bead flow cytometry, FAM-aptamer displacement from GRK2. 330,000 compounds, 0.59% hits. AID 488847;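 active = inhibition of aptamer binding above 40%, roughly 3 SD of noise, on plates passing a quality check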;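 note: median bead fluorescence of bound FAM aptamer so fluorescent compounds give negative values; no value below 0 was filed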
MCL1-BIM inh – disrupts human MCL1 binding to BIM-BH3 peptide | 320,000 compounds, 0.68% hits | AID 2057 | inhibition, % at 10.9 µM | Q07820 | GST-MCL1 / FITC-Bim-BH3 fluorescence polarization;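 active = inhibition above the mean inhibition of all tested compounds plus 3 SD, set per campaign, cut at about 40% in these data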;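 note: 0% = DMSO wells and 100% = unlabeled Bim-BH3 peptide control; higher means more loss of mP so more displacement of Bim peptide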
MEX-5 binding – C. elegans MEX-5 TCR-2 RNA binding activity; Q9XUB2; MEX-5/FITC-TCR2 RNA binding, fluorescence polarization; stronger effect = lower value; activity score (negative = inhibition of binding), % at 10 µM; 300,000 compounds, 0.38% hits;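 active = inhibition past about -25% in most replicates, and total fluorescence under double the plate's negative control median, limit read from the data; inconclusive = replicates evenly split on the limit, or fluorescence at least double controls; inactive = too little inhibition in most replicates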;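 note: 0% = DMSO and -100% = 5 µM competing unlabeled TCR2 RNA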
* marks the source's active call; other numbers are inactive results; ? = inconclusive; · = not tested or not shown. The list is partial (hit frequency here may not be typical).

SMILES | BCLXL inh | Efflux pump mplx | GLD-1 RNA inh | VLA-4 inh | PME-1 inh | Fam108B inh | GRK2 inh | MCL1-BIM inh | MEX-5 binding
Cc1cc(C)cc(C(=O)N2CC(=O)Nc3ccccc32)c1 | 2 | 0.1 | -2 | 3 | 3 | 2 | 2 | 6 | 2.3
Cc1cccc(C)c1N(C(=O)c1ccco1)C(C(=O)NC1CCCC1)c1ccncc1 (stereo not drawn) | 5 | -0.2 | 1 | 0 | -2 | -5 | 2 | 1 | 2.5
Fc1ccc(NC(=S)NCc2ccc3c(c2)OCO3)cc1 | -1 | -0.1 | 3 | 21 | 0 | 0 | 2 | 6 | 2.0
O=C(O)CN1CCN(CC(=O)O)CCN(CC(=O)O)CCN(CC(=O)O)CC1 | -2 | 0.0 | 6 | -398 | -4 | -3 | 3 | 6 | -1.2
COc1ccc(N2CCN(C(CNC(=O)CC(C)(C)C)c3ccc4c(c3)OCO4)CC2)cc1 (stereo not drawn) | 9 | 0.1 | 2 | 4 | -3 | -6 | 1 | 7 | -1.8
CCCCc1nnc(NC(=O)c2ccc(S(=O)(=O)N3CCOCC3)cc2)s1 | 3 | -0.4 | 3 | 6 | -7 | · | 0 | 7 | ·
CCN(CC)c1ccc(NC(=O)Nc2ccccc2C(F)(F)F)cc1 | 3 | 0.0 | 1 | -12 | -4 | 0 | 0 | 8 | -0.1
COC(=O)c1c(-c2ccco2)csc1NC(=O)C1CC=CCC1C(=O)O (stereo not drawn) | 5 | -0.1 | 7 | 1 | -5 | -4 | 3 | 2 | 2.4
COC(=O)CNC(=O)c1ccccc1 | 5 | 0.1 | 7 | 17 | 2 | -2 | 0 | 10 | 2.4
COc1ccc(Br)cc1S(=O)(=O)NCCN1CCOCC1 | 8 | -0.3 | 4 | 9 | -2 | 1 | 0 | 3 | 1.8
Cc1ccc2nc(SCC(=O)Nc3cc(C)on3)c(C)cc2c1 | 0 | 0.1 | 9 | 10 | -4 | -8 | 0 | 0 | -3.5
CN(C)CCNc1nc2c(c(=O)[nH]c(=O)n2C)n1CC(O)COc1ccc(Cl)cc1 (stereo not drawn) | -3 | -0.1 | 0 | 6 | 5 | 3 | 0 | 0 | 1.3
CCCC(C)C(=O)Nc1ccncc1 (stereo not drawn) | 0 | 0.1 | -6 | 7 | 4 | 1 | 2 | -1 | 0.1
CCc1cc2c(=O)[nH]c(N3CCOCC3)nc2s1 | 8 | 0.0 | 1 | -16 | 4 | 6 | 2 | 6 | 2.0
CCCCNS(=O)(=O)c1ccc2nc(-c3cccs3)cc(C(=O)NCC(OC)OC)c2c1 | 2 | 0.2 | -2 | -9 | 1 | -1 | 11 | -7 | -0.7
Cc1cc(Br)ccc1OCCCCNCCO | 3 | 0.1 | -4 | 18 | -4 | 0 | 0 | 4 | -4.6
COc1ccc(-c2cc(C(F)(F)F)n3nc(C(=O)NCCCN4CCOCC4)cc3n2)cc1 | 2 | 0.2 | 5 | 22 | 1 | 0 | 18 | 4 | -1.0
COc1ccc(C(CNC(=O)C(C)Oc2ccc(Br)cc2)N2CCOCC2)cc1 (stereo not drawn) | 3 | 0.0 | 4 | -1 | 6 | 4 | 0 | -1 | -0.1
O=C(CN1C(=O)NC2(CCCC2)C1=O)OCc1ccccc1F | 2 | 0.1 | 5 | 15 | -1 | · | 0 | -3 | ·
O=C(Nc1nccc(-c2cccs2)n1)c1ccccc1Cl | 1 | 0.1 | 2 | 4 | -7 | 0 | 2 | 3 | -2.4
CCC(C)N(C(=O)Cn1nnc(-c2ccc(Cl)cc2)n1)C1CCS(=O)(=O)C1 (stereo not drawn) | -4 | 0.0 | -3 | 15 | 4 | -1 | 0 | -4 | 0.6
Cc1noc(C)c1C(=O)OCC(=O)N(C)C1(C#N)CCCCC1 | -1 | -0.1 | 13 | 0 | 2 | · | 0 | 4 | ·
COc1ccc(Cl)c(NC(=O)Nc2c(C)n(-c3ccccc3)c(=O)n2C)c1 | 1 | 0.0 | -3 | 28 | -7 | 1 | 0 | 1 | 0.4
CSC(=S)N(C)C1CCS(=O)(=O)C1 (stereo not drawn) | -2 | -0.1 | 6 | 13 | 0 | 4 | 4 | -2 | 2.1
CC(C)(CCl)C(=O)Nc1ccc(C(F)(F)F)cc1 | 2 | 0.0 | 1 | 3 | -2 | -4 | 0 | 2 | -0.4

Rewritten field by field: part of the list above
> Cc1ccc2nc(SCC(=O)Nc3cc(C)on3)c(C)cc2c1
  BCLXL inh: 0; Efflux pump mplx: 0.1; GLD-1 RNA inh: 9; VLA-4 inh: 10; PME-1 inh: -4; Fam108B inh: -8; GRK2 inh: 0; MCL1-BIM inh: 0; MEX-5 binding: -3.5

> CN(C)CCNc1nc2c(c(=O)[nH]c(=O)n2C)n1CC(O)COc1ccc(Cl)cc1 (stereo not drawn)
  BCLXL inh: -3; Efflux pump mplx: -0.1; GLD-1 RNA inh: 0; VLA-4 inh: 6; PME-1 inh: 5; Fam108B inh: 3; GRK2 inh: 0; MCL1-BIM inh: 0; MEX-5 binding: 1.3

> CCCC(C)C(=O)Nc1ccncc1 (stereo not drawn)
  BCLXL inh: 0; Efflux pump mplx: 0.1; GLD-1 RNA inh: -6; VLA-4 inh: 7; PME-1 inh: 4; Fam108B inh: 1; GRK2 inh: 2; MCL1-BIM inh: -1; MEX-5 binding: 0.1

> CCc1cc2c(=O)[nH]c(N3CCOCC3)nc2s1
  BCLXL inh: 8; Efflux pump mplx: 0.0; GLD-1 RNA inh: 1; VLA-4 inh: -16; PME-1 inh: 4; Fam108B inh: 6; GRK2 inh: 2; MCL1-BIM inh: 6; MEX-5 binding: 2.0

(cont.)
SMILES | BCLXL inh | Efflux pump mplx | GLD-1 RNA inh | VLA-4 inh | PME-1 inh | Fam108B inh | GRK2 inh | MCL1-BIM inh | MEX-5 binding
C=CCc1ccc(OCCCNC2CCCC2)c(OC)c1 | 5 | 0.1 | 5 | 3 | 6 | 0 | 1 | 0 | -4.0
Cc1ccc2c(cnn2C(=O)CCC(=O)NCc2cccc(Cl)c2)c1 | 4 | 0.0 | 6 | -5 | -4 | -1 | 0 | 15 | 2.1
O=C(COC(=O)Cc1cccs1)Nc1cc(S(=O)(=O)N2CCOCC2)ccc1Cl | · | 0.2 | 4 | -6 | · | · | 0 | · | ·
Cc1ccc(S(=O)(=O)NC(CC(C)C)C(=O)N2CCC(C)CC2)cc1 (stereo not drawn) | 3 | 0.0 | 5 | 7 | 7 | 1 | 0 | -2 | -1.1
CCOC(=O)N1CCN(C(=O)c2ccc(NS(=O)(=O)c3ccc(C)cc3)cc2)CC1 | -1 | -0.1 | 4 | 1 | -4 | 7 | 4 | 1 | -3.0
Nc1cc(-c2ccc(Br)cc2)nn1S(=O)(=O)c1cccc2nsnc12 | 1 | -0.1 | 2 | 50* | 1 | -7 | 0 | 5 | 0.3
Cc1ccccc1C(=O)NC(C)C(c1cccs1)N1CCOCC1 (stereo not drawn) | 1 | 0.0 | 8 | -14 | -12 | -3 | 0 | 3 | 1.7
COc1cccc(CNC23CC4CC(CC(C4)C2)C3)c1OCc1ccccc1 | -2 | 0.0 | -2 | -2 | 9 | 1 | 0 | -11 | ?
CC(=O)C1=C(O)C(=O)N(c2ccc(O)cc2)C1c1ccc(F)cc1 (stereo not drawn) | -2 | -0.9 | 0 | -6 | -2 | -4 | 1 | -14 | -2.1
Nc1ccn([C@@H]2CS[C@H](CO)O2)c(=O)n1 | 0 | 0.1 | 3 | 7 | -6 | 4 | 2 | -8 | -1.5
Cc1ccc(S(=O)(=O)CCC(=O)Nc2ccccc2N2CCCC2)cc1 | 4 | 0.0 | 4 | 2 | 9 | · | 0 | 1 | ·
CC(C)(CNC(=O)c1cc2ccccc2o1)N1CCOCC1 | -5 | 0.0 | 6 | -2 | -3 | 4 | 2 | -14 | 0.1
Cc1c(C)n(C)c2ccc(C(=O)NCc3cccs3)cc12 | 0 | 0.5 | -8 | 4 | -6 | -3 | 0 | 0 | -0.6
CCN(CC)S(=O)(=O)c1cccc(NC(=O)COC(=O)c2cncc(Br)c2)c1 | · | -0.1 | 1 | 18 | · | · | 16 | · | ·
COc1cccc(-n2sc3c(c2=S)-c2cc(OC)ccc2NC3(C)C)c1 | 0 | 0.0 | 6 | 14 | -1 | 5 | 0 | -5 | -0.9
CNC(=O)C(NC(=O)Nc1ccc(C)cc1)C(C)(C)C (stereo not drawn) | 6 | -0.1 | 1 | 5 | 2 | -1 | 2 | 1 | -0.7
CCc1ccc(OCc2nnc(SCC(=O)N3CCOCC3)o2)cc1 | 0 | -0.1 | 1 | 0 | 0 | 4 | 2 | 2 | 0.3
COC(=O)c1c(C)c2c(C)cc3ccccn3c-2c1C(=O)OC | 51* | 0.3 | 33* | 8 | 8 | 3 | 8 | 51* | 0.9
CCOc1cccc2cc(-c3cn4cc(C)ccc4n3)c(=O)oc12 | 5 | -0.3 | 4 | 12 | 0 | -7 | 0 | 1 | -1.3
CN(CC(=O)Nc1c(Cl)cccc1Cl)C(=O)c1sccc1-c1ccccc1 | 2 | 0.0 | 4 | 5 | -1 | 0 | 1 | -3 | 0.2
O=C1c2cccnc2C(=O)N1Cc1ccco1 | 0 | 0.0 | 8 | 10 | 1 | -1 | 2 | 7 | 0.8
C=CCn1c(SCC(=O)NC2CCCC2)nnc1-c1cccnc1 | -9 | -0.1 | 9 | 15 | 3 | 0 | 5 | -5 | 6.0
COCCN1Cc2cccc(C(=O)Nc3ccc4c(c3)OCCO4)c2C1=O | 1 | -0.2 | 6 | -5 | 3 | 0 | 0 | -1 | 1.4
Cc1cccc(NC(=O)CSc2nc3ccc(N4C(=O)c5ccccc5C4=O)cc3s2)c1C | 0 | -4.2 | -3 | -1 | -2 | -6 | 1 | 3 | 0.3
Cc1ccc2c(C)c(C(=O)N(Cc3ccc(F)cc3)C3CCS(=O)(=O)C3)oc2c1 (stereo not drawn) | 6 | 0.4 | -2 | -6 | -6 | -1 | 2 | 2 | 0.2

(next part)
SMILES | BCLXL inh | Efflux pump mplx | GLD-1 RNA inh | VLA-4 inh | PME-1 inh | Fam108B inh | GRK2 inh | MCL1-BIM inh | MEX-5 binding
O=C(NS(=O)(=O)N1CCOCC1)C1=C(N2CCCC2)COC1=O | · | -0.2 | 1 | -4 | · | · | 0 | · | ·
COc1ccc(Cl)cc1NC(=O)CN(C)C(=O)c1ccc(OCc2ccccc2)c(OC)c1 | 7 | 0.1 | 4 | -7 | -4 | 2 | 1 | 2 | 0.7
CC(C)(C)OC(=O)N1Cc2ccccc2C[C@H]1C(=O)NCC(=O)NC1CCCCC1 | 6 | 0.1 | 3 | 22 | -3 | 2 | 0 | -1 | 0.4
CC(=O)N1c2ccc(S(=O)(=O)N3CCC(C(=O)Nc4cccc(C(F)(F)F)c4)CC3)cc2CC1C (stereo not drawn) | 4 | 0.1 | -3 | -3 | -9 | -2 | 0 | -2 | 2.1
COCC(=O)N(CCc1ccc(OC)c(OC)c1)Cc1nc2ccccc2c(=O)[nH]1 | -1 | -0.1 | 7 | 0 | -1 | 1 | 2 | 3 | 3.1
Cc1ccc(Cn2c(=O)cc(C(=O)O)c3ccccc32)cc1 | 1 | -0.1 | -1 | 19 | -1 | 4 | 0 | 1 | 0.8
CCOC(=O)c1ccc(NC(=O)CSc2nnc(Cc3cccs3)n2C)cc1 | -3 | 0.0 | 3 | -1 | -4 | 2 | 2 | 1 | 1.8

High-throughput results from PubChem.
